High-throughput results: PubChem, Broad Institute
E-selectin induc – E-selectin induction on HUVECs; HUVEC E-selectin immunofluorescence imaging; normalized: neutral wells 0, TNF-alpha wells 100; actives 0.37% (n = 260,000); AID 686992; activation, % at 7.58 µM;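 active = mean E-selectin-positive cell signal at least 10% of the positive control, reached in at least 60% of replicates, without over 20% cell loss; inconclusive = no rule given, readout overlaps actives, possibly toxicity-flagged; inactive = the rest, including those meeting only one limit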;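 note: in these data hits start at about 27%; measured in HUVEC primary endothelial cells; signal is the percent of cells scored E-selectin positive by PE staining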
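Read-out: % PE-positive cells | Test system: HUVEC | Doses: One compound dose added by pin transfer | Buffer or medium: EGM-2 over gelatin coat | Signal: Immunofluorescence imaging | Benchmarks: TNF-alpha, DMSO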
FN deposition inh – fibronectin deposition inhibition. inhibition, % at 12.6 µM. actives 0.086% (n = 350,000). AID 743247. AH1F fibroblasts, Alexa488-fibronectin deposition fluorescence, overnight;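 active = mean inhibition across replicates of 30% or more, regardless of how many single replicates reach that level; inconclusive = mean under 30% yet at least half of replicates reach 30%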;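 note: positive control wells lacked labelled fibronectin entirely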
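Material: AH1F fibroblast monolayer depositing Alexa488-labelled fibronectin into matrix | Input: 10000 AH1F cells/well | Medium: DMEM plus 2% serum, read in PBS | Reagent: Alexa488-fibronectin, 24 nM final in well | Compound dosing: One dose per compound, pinned | Schedule: 1 h adhesion, overnight exposure | Measured by: Fluorescence at 485 nm excitation, 525 nm emission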
RAD52 anneal inh – RAD52 (human) annealing inhibition; P43351; recombinant RAD52 DNA annealing, FRET fluorescence; inhibition, % at 18.7 µM; actives 0.46% (n = 360,000); AID 651710;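 active = every replicate showing at least 50% inhibition; inconclusive = mean inhibition at least 50% but not in every replicate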
S100A4 inh HTS – blocks human S100A4 binding to myosin IIA peptide | inhibition, % at 10.7 µM | P26447 | actives 0.14% (n = 360,000) | S100A4/TAMRA-MyoIIA peptide fluorescence polarization | AID 652163;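 active = mean inhibition of at least 70% across replicates, with every replicate also reaching that level; inconclusive = mean inhibition reaches 70% but some replicates fall short; inactive = mean inhibition below 70%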
Target sequence (P26447 whole entry, looked up): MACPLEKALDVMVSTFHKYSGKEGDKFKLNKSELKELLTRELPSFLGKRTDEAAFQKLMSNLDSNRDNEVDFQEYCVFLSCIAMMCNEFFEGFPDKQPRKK
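Test system: S100A4 monomer protein. Medium: HEPES buffer with Ca2+, pH 7.2. Reagent: fluorescent myosin IIA peptide, 5 nM. Compound dosing: single-point compound testing. Timing: 5 min between mix addition and reading. Benchmarks: DMSO neutral and TFP positive wells.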
EWS-Fli inh – EWS/Fli transcriptional activity inhibition | A673 NR0B1-luciferase reporter, viability-normalised | inhibition, % at 12.6 µM | actives 0.67% (n = 350,000) | AID 651661;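 active = mean inhibition of at least 50% after viability correction, with every replicate also passing that limit; inconclusive = mean reaches 50% but only one of two replicates passes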;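 note: firefly luciferase signal divided by Alamar Blue viability fluorescence both relative to DMSO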
RAD54 branch – RAD54 (human) branch migration inhibition; RAD54 Holliday junction branch migration, FAM/BHQ fluorescence; inhibition, % at 10.4 µM; actives 0.14% (n = 360,000); AID 602329;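 active = mean normalized replicate activity at least 40 and at least half of replicates scoring 40 or more; inconclusive = only one of the two criteria met; inactive = mean below 40 and under half of replicates reaching 40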;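 note: 0% = median of neutral control wells and 100% = median of positive control wells; inhibitors cause a drop in the FAM fluorescence signal; in these data hits start at about 50%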
Target sequence (Q92698 whole entry, looked up): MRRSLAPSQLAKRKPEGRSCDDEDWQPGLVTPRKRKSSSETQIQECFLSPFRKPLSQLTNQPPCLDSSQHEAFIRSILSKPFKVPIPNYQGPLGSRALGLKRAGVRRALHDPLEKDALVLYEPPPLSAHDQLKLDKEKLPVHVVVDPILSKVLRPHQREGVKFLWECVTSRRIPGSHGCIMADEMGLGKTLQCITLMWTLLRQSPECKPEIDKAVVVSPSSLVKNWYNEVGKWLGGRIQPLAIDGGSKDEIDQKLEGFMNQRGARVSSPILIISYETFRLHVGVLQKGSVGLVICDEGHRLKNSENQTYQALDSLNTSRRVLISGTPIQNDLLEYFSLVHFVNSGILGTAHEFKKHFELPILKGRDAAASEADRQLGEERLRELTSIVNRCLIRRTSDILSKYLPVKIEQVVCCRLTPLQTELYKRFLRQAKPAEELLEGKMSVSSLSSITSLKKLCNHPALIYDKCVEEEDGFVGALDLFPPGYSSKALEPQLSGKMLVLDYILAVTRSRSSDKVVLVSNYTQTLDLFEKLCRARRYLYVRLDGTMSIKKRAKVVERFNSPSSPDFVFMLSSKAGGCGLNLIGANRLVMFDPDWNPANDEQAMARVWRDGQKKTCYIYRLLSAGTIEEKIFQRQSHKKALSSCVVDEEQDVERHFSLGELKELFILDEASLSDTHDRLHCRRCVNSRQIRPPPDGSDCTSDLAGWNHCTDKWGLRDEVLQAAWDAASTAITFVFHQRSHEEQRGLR
esBAF inh – inhibitors of esBAF chromatin remodeling in mouse ES cells | reporter increase, % at 12.5 µM | Bmi1-luciferase knock-in reporter, 24 h; 100% = twice the neutral-well signal | AID 602393 | actives 2% (n = 350,000); in the data active = activation above about 40%; inconclusive = no clear call, values can overlap the other calls;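 note: 0% = median of the plate's neutral control wells and 100% = double that signal; a rise in the Bmi1 reporter signal indicates esBAF inhibition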
Xi reactivation – activators of X-chromosome reactivation in mouse fibroblasts; XiGFP mouse fibroblasts, % GFP-positive cells imaging, 3 d; cells co-treated with 5-aza-dC sensitizer; scaled so ellipticine positive control = 100%; activation, % at 7.58 µM; actives 0.055% (n = 360,000); AID 743238;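 active = mean normalized replicate activation at least 10% and every replicate at or above 10%; inconclusive = only one of the two criteria met; inactive = mean below 10% and not all replicates reach 10%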;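 note: 0% = median of on-plate neutral control wells and 100% = ellipticine 6 µM median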
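System: 68-5-11 XiGFP fibroblast line; Timing: 3 days compound exposure; Compound dosing: one concentration, pinned; Benchmarks: positive control ellipticine, 6 µM final; Buffer or medium: DMEM containing 5-aza-dC.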
* hit, by the source's call; ? = inconclusive; . = no result given; & = joins results of further samples.

Value order: E-selectin induc, FN deposition inh, RAD52 anneal inh, S100A4 inh HTS, EWS-Fli inh, RAD54 branch, esBAF inh, Xi reactivation
- COC(=O)[C@@H](Cc1ccccc1)NS(=O)(=O)N[C@H](Cc1ccccc1)C(=O)OC
 : -0.1, -8, -5, 9, -6, -12, 6, 0.4
- COc1cccc(C(O)c2nc(-c3ccc(OC)nc3)cs2)c1 (configuration not stated)
 : 0.0, -12, -3, 12, -13, 7, 15, 0.1
- Nc1ccc2c(c1)C(=O)c1ccc(Br)cc1-2
 : 4.2, 5, -2, 4, 6, 0, 1, 0.0
- CC=Cc1ccc2n(c1=O)C[C@@H]1[C@@H](CO)[C@H](C(=O)NCC(F)(F)F)N(CCC)[C@H]21 (mixture of isomers)
 : -1.8, ., -18, 8, 2, 1, -2, 0.0
- COc1ccc2c(c1)c(C(=O)N/N=C/c1ccc(Cl)cc1)c(C)n2C
 : 1.9, 3, -11, -3, -11, ., -1, 0.0
- O=C(N[C@H]1C=C[C@H](CC(=O)N2CCCCC2)O[C@H]1CO)c1ccc2c(c1)OCO2
 : 0.1, 9, -5, 13, 2, 1, 2, -0.1
- O=C1CCCN1CCCNc1ncnc2sccc12
 : -1.1, 13, 0, -1, 25, ., ., 0.3
- COc1ccc(NC(=O)NNC(=O)C(O)(c2ccccc2)c2ccccc2)cc1
 : 0.0, -13, -9, -1, -2, -3, 3, -0.1
- Cc1ccc(-c2ccc3c(c2)O[C@H](CN(C)Cc2cccnc2)[C@H](C)CN([C@H](C)CO)S3(=O)=O)cc1
 : 0.1, -6, -16, 3, 3, -10, -3, -0.8
- C[C@H]1CCCCO[C@H](CN(C)Cc2ccccc2)[C@@H](C)CN([C@@H](C)CO)C(=O)c2cc(NC(=O)Nc3ccc(C(F)(F)F)cc3)ccc2O1
 : 0.0, 10, 10, -5, 41, 3, -11, 0.4
- COc1cccc(C(=O)Nc2cccc(OCC(=O)c3ccccc3)c2)c1
 : ., 5, -9, -10, -12, ., ., 0.0
- C/C(=C\C(=S)Nc1ccccc1)Nc1ccccc1
 : -3.0, 6, -11, 1, 1, ., ., 0.4
- C[C@H](O)C#Cc1ccc([C@@H]2[C@@H](CO)N3CCCCN(C(=O)c4cccc(F)c4)C[C@@H]23)cc1
 : -0.7, ., -6, 3, 1, -1, 9, 0.4
- CO[C@H]1CN(C)C(=O)c2ccc(NC(=O)c3cc(C)on3)cc2OC[C@@H](C)N(C(C)=O)C[C@H]1C
 : -0.1, 8, -5, -7, 0, -2, -3, 0.3
- C[C@@H]1CN([C@@H](C)CO)S(=O)(=O)c2ccc(C#CC3CC3)cc2O[C@H]1CN(C)C(=O)C1CCCCC1
 : 0.8, 8, ., ., 15, ., 2, 0.0
- O=[N+]([O-])c1ccc2nc(-c3ccccn3)[nH]c2c1
 : ., -4, -15, -4, -61, 7, ., 0.1
- CCCCN1C(=O)C(CC(=O)NCc2cccs2)CC(C(=O)N2CCOCC2)=C1C (configuration not stated)
 : ., 8, -20, 3, -2, ., -1, 0.4
- COc1ccccc1N1CCN(C(=O)CCc2nnc3ccc(N4CCOCC4)nn23)CC1
 : ., 1, 4, -2, -1, -7, 0, -0.1
- CC(C)c1ccc(-n2c(-c3ccccc3)c[n+]3c2CCc2ccccc2-3)cc1
 : 2.0, 13, 8, 6, 59*, ., ., 0.2
- CCCCNC(=O)C1(C)CCCCN1C(=O)c1cc(C#N)cs1 (configuration not stated)
 : 0.3, ., -6, -6, -6, 15, 1, 0.2
- COc1ccccc1Nc1nnc(SCC(=O)Nc2nc(-c3ccc(F)cc3)cs2)s1
 : ., ., -78, 6, 16, ., ., 0.0
- CCCNC(=O)N(C)C[C@@H]1Oc2ncc(-c3ccc(OC)cc3)cc2C(=O)N([C@H](C)CO)C[C@H]1C
 : 0.4, ., 10, 1, -1, 0, -1, -0.8
- CO[C@@H](CN(C)S(=O)(=O)c1ccc(F)cc1)[C@@H](C)CN([C@@H](C)CO)S(=O)(=O)c1cccc(Cl)c1
 : 0.1, 3, 7, 4, 17, 0, -5, 0.0
- Cc1ccc(N2CCN(/N=C/c3ccccc3[N+](=O)[O-])CC2)cc1
 : 2.0, -18, -19, -2, -29, -16, 15, 0.0
- Cc1cc(NC(=O)c2ccc(Br)o2)ccc1NC(=O)c1ccco1
 : -0.2, 2, -13, -4, -67, 6, 24, 0.0
- CC1(C(=O)Nc2ccc3c(c2)OCCO3)CN(S(C)(=O)=O)CC(=O)N1C1CCCCCC1 (configuration not stated)
 : -5.6, 2, -5, -6, -15, ., ., 0.3
- CCOc1ccc(S(=O)(=O)Nc2ccc(OC)nc2)cc1
 : ., -3, 0, -2, 16, -5, 5, 1.1
- c1ccc2c(c1)Nc1ccncc1S2
 : ., -1, -20, -8, -5, ., ., 0.2
- COc1cccc(CN2CCC(Oc3ccc(C(=O)N4CCCCC4)cc3)CC2)c1
 : 0.2, 7, 5, -9, 7, -34, 2, -0.1
- CCn1c(CN(C)c2ccccc2)nc2ccccc21
 : 5.5, 3, -15, 4, 8, -8, -15, 0.0
- O=C(Cc1cccc(NC(=O)C2CCN(C(=O)CCc3ccccc3)CC2)c1)Nc1cccc(C(=O)N2CCCC2)c1
 : -0.6, -24, -40, -3, -1, 6, -6, 0.0
- O=C(N[C@@H](Cc1ccccc1)c1nc2ccccc2[nH]1)c1ccc([N+](=O)[O-])cc1
 : ., -11, -7, 1, -23, ., ., 0.3
- C[C@@H]1CN([C@H](C)CO)C(=O)c2cc(NC(=O)C3CC3)ccc2O[C@H]1CN(C)C(=O)Nc1ccc(C(F)(F)F)cc1
 : 0.1, ., 13, -3, -11, -8, 4, 4.8
- CCn1c(/C=C/c2ccccc2Cl)nc2ccccc2c1=O
 : ., ., -6, -1, -60, 5, 34, 0.3
- COc1cc(NC(=O)COc2cc3oc(=O)cc(C)c3cc2Cl)cc(OC)c1OC
 : ., -5, -3, 7, ., 3, -9, 0.1
- COC(=O)[C@H](Cc1ccccc1)NS(=O)(=O)c1ccc(F)cc1Br
 : -0.4, -8, -3, 3, 5, 0, 2, 0.0
- COc1ccc(OC)c(NC(=O)CSc2sc3c(O)cc(=O)[nH]c3c2C#N)c1
 : 0.2, 1, -14, -8, 11, -1, -4, 0.0
- CC(=O)N1CCc2c(sc(NC(=O)C3CC3)c2-c2nc3ccccc3s2)C1
 : 0.2, -5, -31, -2, 9, 2, 6, 3.0
- C[C@@H]1CN([C@@H](C)CO)C(=O)Cc2cc(NS(=O)(=O)c3cccs3)ccc2O[C@@H]1CN(C)C(=O)Nc1ccc(C(F)(F)F)cc1
 : ., ., -3, -12, 9, 0, 4, -0.1
- CC(Nc1n[nH]c(=O)[nH]c1=O)C(=O)N/N=C/c1cccs1 (configuration not stated)
 : ., 8, -17, 0, -3, ., ., 0.1
- Cc1c(NC(=O)CCC2CCCCC2)c(=O)n(-c2ccccc2)n1C
 : ., ., -8, -7, -4, 2, -3, .
- O=C(Nc1cccnc1)c1ccc(CSc2ccc(Cl)cc2)o1
 : -0.2, 5, -150, -5, -4, ., ., -0.1
- C[C@H]1CN([C@@H](C)CO)C(=O)Cc2cc(N(C)C)ccc2O[C@@H]1CN(C)Cc1ccc(-c2ccccc2)cc1
 : 0.2, 3, 2, 2, -2, -3, 0, 0.0
- COc1ccccc1C(=O)C1CCCN(C(=O)c2ccccc2Cl)C1 (configuration not stated)
 : -0.1, -4, -10, -5, ., -12, 0, 0.0
- Cc1ccc(C(=O)c2coc3ccc(O)c(CN(C)C)c23)cc1
 : ., -3, -8, 2, 5, 22, 0, 0.0
- Cc1ccc(N2CCN(S(=O)(=O)c3nnc(NC(=O)c4ccccc4)s3)CC2)cc1
 : ., 2, -7, 4, -4, -12, -3, -0.1
- COc1ccc(NC(=O)N2CC[C@H]3[C@@H]2c2cc(Br)ccc2N(C)[C@H]3CO)cc1
 : 1.1, 5, -1, ., -5, -17, 2, 0.2
- COc1ccc(C2C(C(C)=O)=C(O)C(=O)N2Cc2ccccc2)c(OC)c1 (configuration not stated)
 : ?, 1, -15, 1, -9, -9, 2, 0.2
- CC1(C(=O)NCc2ccc3c(c2)OCO3)CCN1C(=O)Cc1ccc(Cl)cc1Cl (configuration not stated)
 : -0.3, 1, -15, 2, -9, 10, -4, -0.1
- C[C@H](CO)N1C[C@H](C)[C@H](CN(C)C(=O)Nc2ccc3c(c2)OCO3)Oc2c(NS(=O)(=O)c3ccc(Cl)cc3)cccc2C1=O
 : 50*, 2, -17, -1, -21, -1, 0, -0.3
- CN(C)/C=C(\C#N)S(=O)(=O)C(C)(C)C
 : ., 5, -4, 8, -13, -13, -1, 0.0
- CC(=O)NCc1ccc(S(=O)(=O)NC(C(=O)O)C(C)C)cc1 (configuration not stated)
 : ., -8, 1, -2, -5, -11, 0, 0.2
- Cc1cc(Cl)c2oc(C(=O)N3CCC(O)(c4ccccc4)CC3)c(C)c2c1
 : 0.0, 11, -6, 1, -3, -5, 10, 0.0
- O=C(O)c1cccc2c(-c3ccccc3)c(-c3ccccc3)[nH]c12
 : 6.7, 5, -14, 2, 5, 7, ., 0.0
- O=C(C[C@H]1C(=O)N(c2ccccc2)C[C@@H]1Cc1ccccc1)Nc1ccccc1
 : 0.2, 3, -16, -1, -2, 7, -3, -0.3
- COc1ccc(CN(C)C[C@H]2Oc3c(NC(=O)c4ccc(-c5nccs5)cc4)cccc3C(=O)N([C@H](C)CO)C[C@@H]2C)cc1
 : ., ., 14, 4, 0, -10, 1, -0.8
- C[C@@H]1CCCCO[C@@H](CN(C)CC2CC2)[C@@H](C)CN([C@H](C)CO)C(=O)c2cc(N(C)C)ccc2O1
 : -0.3, 2, -25, -5, ., 5&1, -4&4, 0.3
- O=C1/C(=C\c2ccc(O)cc2)SC(=S)N1Cc1ccccc1
 : ., -6, -364, -17, 14, -37, 3, 0.0
